Assay outcomes (PubChem BioAssay)
Apaf-1 inh: blocks human Apaf-1 apoptosome activity; 330,000 compounds, 0.71% hits; inhibition, % at 20 µM; O14727; reconstituted apoptosome caspase-3 activity, DEVD-Rh110 fluorescence; active = inhibition of at least 40% at 20 µM;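 note: plate controls were DMSO wells for no effect and DEVD-CHO caspase inhibitor wells for full effect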
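Assay system – apoptosome proteins · Medium – Hepes buffer, pH 7.5 · Also added – cytochrome c with DEVD-Rh110 · Timing – 30 min compound preincubation, 50 min activation, room temperature · Detection – Rh110 fluorescence, excitation 480 nm, emission 540 nm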
SENP6 inh: blocks the human protease SENP6; Q9GZR1; Recombinant SENP6 catalytic domain, aminoluciferin luminescence; inhibition, % at 10 µM; 330,000 compounds, 1.8% hits; AID 2599;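 active = inhibition above about 50% at the single tested dose, limit read from the data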;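 note: plate controls were DMSO wells with enzyme for no effect and DMSO wells lacking enzyme for full effect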
Target sequence (Q9GZR1 628-1112 limits assumed): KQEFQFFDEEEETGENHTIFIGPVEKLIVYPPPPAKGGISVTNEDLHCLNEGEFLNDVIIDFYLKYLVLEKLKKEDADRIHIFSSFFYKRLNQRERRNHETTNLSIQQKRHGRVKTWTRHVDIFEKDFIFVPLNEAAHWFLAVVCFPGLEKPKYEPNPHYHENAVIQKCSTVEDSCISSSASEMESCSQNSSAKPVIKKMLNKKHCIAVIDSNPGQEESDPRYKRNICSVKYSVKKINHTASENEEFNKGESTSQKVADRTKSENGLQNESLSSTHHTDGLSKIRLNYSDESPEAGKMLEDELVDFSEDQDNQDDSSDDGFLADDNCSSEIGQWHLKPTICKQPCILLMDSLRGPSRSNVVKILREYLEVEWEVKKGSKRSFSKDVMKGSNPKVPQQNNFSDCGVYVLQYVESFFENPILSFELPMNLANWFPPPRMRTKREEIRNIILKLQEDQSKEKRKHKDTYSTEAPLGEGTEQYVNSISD
UBC13 inh: blocks human UBC13 polyubiquitin chain formation; P61088; inhibition, % at 20 µM; TR-FRET; 330,000 compounds, 0.47% hits; AID 485273; in the data active = inhibition above about 45%, passing the limit was not always enough
Target sequence (P61088 whole entry, looked up): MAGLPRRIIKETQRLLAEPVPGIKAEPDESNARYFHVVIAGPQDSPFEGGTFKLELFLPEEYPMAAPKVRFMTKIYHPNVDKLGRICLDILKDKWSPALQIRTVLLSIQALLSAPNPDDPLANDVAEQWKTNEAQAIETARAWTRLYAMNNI
SENP1 inh: SENP1 (human) catalytic domain inhibition. inhibition, % at 10 µM. 360,000 compounds, 0.21% hits. recombinant SENP1 catalytic domain, CyPet-SUMO1-YPet FRET cleavage. Q9P0U3;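 active = inhibition at least 30% at 10 µM, raw YFP signal under a set limit, fluorescence ratio 0.5 to 1.5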;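 note: 0% = enzyme with DMSO and 100% = no enzyme wells; some results filed as inactive read as strong as hits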
Target sequence (Q9P0U3 419-644 limits assumed): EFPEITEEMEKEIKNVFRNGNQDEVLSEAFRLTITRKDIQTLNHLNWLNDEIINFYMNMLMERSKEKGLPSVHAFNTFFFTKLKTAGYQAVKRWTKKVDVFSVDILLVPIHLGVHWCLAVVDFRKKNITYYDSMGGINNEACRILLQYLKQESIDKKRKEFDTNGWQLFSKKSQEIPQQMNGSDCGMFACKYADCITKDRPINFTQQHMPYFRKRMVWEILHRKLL
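material = recombinant human SENP1 catalytic domain, His6-tagged | quantity = 20 pM enzyme | reagent = 25 nM SUMO1 FRET substrate | compound dosing = 10 µM single point, 0.5% DMSO | timing = 50 min enzyme reaction, room temperature, light-protected | detection = FRET, CFP and YFP emission | control set = no-enzyme low, enzyme-DMSO high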
SENP7 inh: inhibitors of human SENP7 protease; Q9BQF6; recombinant SENP7, Z-RLRGG-aminoluciferin luminescence, 40 min; inhibition, % at 5 µM; 330,000 compounds, 1.5% hits; AID 434973;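 active = inhibition above about 50% at the single test dose, limit read from the data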;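 note: plate controls were DMSO with enzyme for no effect and no enzyme buffer wells for full effect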
SENP8 block-1: blocks human SENP8 cleavage of Nedd8 substrate; AID 602440; Q96LD8; 360,000 compounds, 0.64% hits; inhibition, % at 20 µM; recombinant SENP8, Nedd8 substrate fluorescence; in the data active = inhibition mostly above about 40%, no sharp cut-off; inactive = mostly below about 27%
Target sequence (Q96LD8 whole entry, looked up): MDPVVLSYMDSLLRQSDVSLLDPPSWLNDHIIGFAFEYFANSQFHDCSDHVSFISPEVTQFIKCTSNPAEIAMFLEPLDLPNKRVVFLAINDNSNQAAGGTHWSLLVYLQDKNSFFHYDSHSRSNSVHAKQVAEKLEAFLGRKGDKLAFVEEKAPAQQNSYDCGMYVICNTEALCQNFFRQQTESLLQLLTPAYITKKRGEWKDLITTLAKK
A3G deaminase: blocks human APOBEC3G single-stranded DNA deamination; Q9HC16; inhibition, % at 20 µM; 330,000 compounds, 0.28% hits; AID 493012; recombinant A3G, ssDNA deamination FAM/TAMRA fluorescence;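 active = inhibition of at least 40% at 20 µM, with no more than 30% in the related APOBEC3A deaminase screen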;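 note: plate controls were DMSO wells with A3G for no effect and wells lacking A3G enzyme for full effect; some compounds called inactive have numbers as strong as hits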
SENP8 block-2: SENP8 protease inhibition; 330,000 compounds, 1.2% hits; purified SENP8, Z-RLRGG-aminoluciferin cleavage, luminescence; Q96LD8; AID 2540; inhibition, % at 10 µM; in the data active = inhibition above about 50%
An asterisk follows results filed as active; / = no result given.

The first 3 records, ahead of the listing:
SMILES	Apaf-1 inh	SENP6 inh	UBC13 inh	SENP1 inh	SENP7 inh	SENP8 block-1	A3G deaminase	SENP8 block-2
CC1CN(S(=O)(=O)c2ccc(C(=O)Nc3sccc3C(N)=O)cc2)CC(C)O1 (stereo not drawn)	-2	-11	-6	1	-6	-17	-4	-3
C#CCSc1nnc(C)c(C)n1	1	-16	-18	1	0	6	1	0
COc1cccc(/C=C/C(=O)OCC(=O)Nc2ccc(Cl)cn2)c1	14	-6	-5	0	-7	-320	-2	-8

Main list, previewed entries included:
SMILES	Apaf-1 inh	SENP6 inh	UBC13 inh	SENP1 inh	SENP7 inh	SENP8 block-1	A3G deaminase	SENP8 block-2
CC1CN(S(=O)(=O)c2ccc(C(=O)Nc3sccc3C(N)=O)cc2)CC(C)O1 (stereo not drawn)	-2	-11	-6	1	-6	-17	-4	-3
C#CCSc1nnc(C)c(C)n1	1	-16	-18	1	0	6	1	0
COc1cccc(/C=C/C(=O)OCC(=O)Nc2ccc(Cl)cn2)c1	14	-6	-5	0	-7	-320	-2	-8
O=C(NCCc1c[nH]c2ccccc12)c1cncc(Br)c1	-4	-4	0	-2	7	-3	-14	4
CC1CCN(C(=O)Cn2cc(S(=O)(=O)CC(=O)N3CCOCC3)c3ccccc32)CC1	-3	-4	0	-2	-3	-18	-8	10
COC(=O)C(NC(=O)c1ccco1)(Nc1nc(C2CC2)cs1)C(F)(F)F (stereo not drawn)	10	-6	-4	4	-7	21	-9	2
CCOC(=O)N1CCN(c2nc(N(c3ccccc3)c3ccccc3)nc(-n3ccnc3)n2)CC1	36	-21	6	/	5	/	-3	3
COc1ccc(NC(=O)CCS(=O)(=O)c2cc3c(cc2Cl)NC(=O)CO3)cc1OC	-5	-18	9	3	-10	-4	-5	-5
CCN(Cc1ccccc1)S(=O)(=O)CCNC(=O)c1ccccc1	7	-8	-1	3	4	15	-14	7
CN(C)c1ccc(C(CNC(=O)c2ccccc2F)c2c[nH]c3ccccc23)cc1 (stereo not drawn)	22	-23	-32	-5	-3	5	-3	-10

A different layout for 3 compounds above:
| smiles | Apaf-1 inh | SENP6 inh | UBC13 inh | SENP1 inh | SENP7 inh | SENP8 block-1 | A3G deaminase | SENP8 block-2 |
| --- | --- | --- | --- | --- | --- | --- | --- | --- |
| CC1CN(S(=O)(=O)c2ccc(C(=O)Nc3sccc3C(N)=O)cc2)CC(C)O1 (stereo not drawn) | -2 | -11 | -6 | 1 | -6 | -17 | -4 | -3 |
| C#CCSc1nnc(C)c(C)n1 | 1 | -16 | -18 | 1 | 0 | 6 | 1 | 0 |
| COc1cccc(/C=C/C(=O)OCC(=O)Nc2ccc(Cl)cn2)c1 | 14 | -6 | -5 | 0 | -7 | -320 | -2 | -8 |

(listing goes on)
SMILES	Apaf-1 inh	SENP6 inh	UBC13 inh	SENP1 inh	SENP7 inh	SENP8 block-1	A3G deaminase	SENP8 block-2
CCSc1ncccc1-c1nc2ccccc2[nH]1	1	-8	9	-7	11	-84	2	-6
Cc1ccc(N2CC(C(=O)OCC(=O)Nc3cc(C)on3)CC2=O)c(C)c1 (stereo not drawn)	1	-20	3	1	-3	13	-15	2
CCOc1ccc(CCNC(=O)CSc2ncn[nH]2)cc1OCC	21	0	12	0	3	4	-7	1
CC(C)c1ccccc1NC(=S)N1CCN(Cc2ccc3c(c2)OCO3)CC1	11	-13	3	5	6	4	2	-6
CSc1ncccc1C(=O)NC(C)CCc1ccccc1 (stereo not drawn)	-1	-24	2	2	-8	7	-2	0
CC(OC(=O)c1nsc(Cl)c1Cl)C(=O)NCc1cccs1 (stereo not drawn)	-6	11	6	0	-4	6	-7	-7
O=C(CNC(=O)C12CC3CC(CC(C3)C1)C2)Nc1ncccc1O	-3	-1	10	-1	4	-8	-1	5
COc1ccc(Cl)cc1NC(=O)Cn1cccc1	-21	-9	9	0	3	6	-3	-5
O=C(O)CCc1ccc(-c2cccs2)n1CCC(=O)O	-3	-8	-4	-9	0	-150	12	-2
Cc1cc(C(=O)N/N=C/c2cc(Br)ccc2OC(=O)c2ccccc2Cl)n[nH]1	8	2	7	-23	1	-31	-16	-4
C[C@H](CO)N1C[C@H](C)[C@@H](CN(C)S(=O)(=O)c2cn(C)cn2)Oc2c(NC(=O)Nc3ccc4c(c3)OCO4)cccc2C1=O	-3	-7	14	0	-8	0	-10	-5
O=C1N[C@@H](Cc2ccccc2)C(=O)N1CCN1CCOCC1	1	10	-10	-1	-5	18	-7	-6
CC1=Nc2cc([N+](=O)[O-])ccc2NC(C)(C)C1	-25	-16	-15	12	-3	37	-4	8
CC(C)OCCCNC(=O)c1cn(C)c2ccc(S(=O)(=O)N3CCCC3)cc2c1=O	2	-5	-7	1	9	2	0	2
CCCCN(C(=O)CCNC(=O)NC12CC3CC(CC(C3)C1)C2)c1c(N)n(CCC)c(=O)[nH]c1=O	14	-7	-5	-3	4	-5	2	-2
CC(C)[C@H](NC(=O)C1CCN(S(=O)(=O)c2ccc(F)cc2)CC1)C(=O)N1CCCCCC1	8	1	-5	1	-7	-4	-5	-9
O=C(Nc1ccc(Cl)cc1)Nc1cnccn1	-7	5	0	4	-13	2	-4	-4
COc1ccc(C[C@@H]2CN3C(=NC[C@@H]3C)N2C[C@H](C)NC(=O)CCC2CCCCC2)cc1	14	-5	2	2	-1	18	-6	-12
Cc1c(C)c2ccc(OC(C)C(=O)N3CC[C@@]4(O)CCCC[C@H]4C3)c(C)c2oc1=O (stereo partly drawn)	15	4	5	2	9	-174	17	5
CN(C)C(CNC(=S)Nc1ccccc1Cl)c1cccnc1 (stereo not drawn)	11	-9	-24	5	-9	2	-8	-7
Cc1ccc(Cn2cc(/C=C/C(=O)O)c(-c3ccccc3)n2)cc1	16	-34	-9	2	3	43*	4	-6
Cc1ccc(NC2c3ncccc3C(=O)N2Cc2ccc(F)cc2)cc1 (stereo not drawn)	8	11	-1	-1	6	18	-4	6
COc1cc(C(=O)NCC(c2cccs2)N(C)C)cc(Cl)c1OC(C)C (stereo not drawn)	12	5	14	0	4	14	1	0
COc1ccc(-c2cc(C(F)(F)F)nc(SCc3cccc(C(=O)O)c3)n2)cc1	15	-25	10	1	0	-72	7	-18
Cc1cc(-c2ccccc2C(=O)NCc2ccccc2)on1	9	15	-1	2	11	9	-8	-7
CC(=O)Cc1nsc(NC(=O)c2csc3c2CCCC3)n1	18	-6	0	0	-12	7	-7	-3
Cc1ccc(-n2nnnc2SCC(=O)NCC2(N3CCCCC3)CCCCC2)c(C)c1	-1	13	7	-3	3	11	-4	9
NC(=O)CSc1oc(-c2ccco2)nc1S(=O)(=O)c1ccc(Cl)cc1	-6	-16	-2	-4	3	-39	-8	4
O=C(O)/C=C\C(=O)N1CCc2ccccc21	3	5	8	-1	-9	4	0	-1
O=C(Nc1ccc(-c2csc(Nc3ccc(Cl)cc3)n2)cc1)c1ccccc1	-4	6	-12	2	10	-33	-2	4
CSc1nsc(/C=C/Nc2ccc(C)cc2)c1C#N	10	39	-19	13	5	-347	-6	18
Cc1ccc(S(=O)(=O)N2CCCOC2CNC(=O)C(=O)NCc2cccnc2)cc1 (stereo not drawn)	0	-3	-10	4	-5	17	2	-11
Cc1ccc(C)c(N2N=C(C(=O)N(CC(C)C)c3c(N)n(Cc4ccccc4)c(=O)[nH]c3=O)CCC2=O)c1	3	1	-7	-10	-6	-18	-4	-13
COc1ccc(NC2CCCN(C(=O)CSc3ccccn3)C2)cc1OC (stereo not drawn)	13	-7	-12	-30	6	28*	-6	4
Cc1ccc(C)c(N2CCN(C(=O)c3ccc(CS(=O)Cc4cccc(Cl)c4)o3)CC2)c1 (stereo not drawn)	19	-19	1	-1	12	13	-6	-15
O=C(Nc1cccc(OCC(=O)N2CCOCC2)c1)c1ccc(C(F)(F)F)cc1	-10	-15	4	-1	3	22	-5	-4
O=C1C(=O)N(CCS(=O)(=O)c2ccccc2)c2ccc(Cl)cc21	19	-8	-10	2	8	16	-5	-3
N=c1c2c3c(sc2ncn1CCCO)CCCC3	-13	-13	2	0	2	12	-8	-1
CCOc1ccc(-n2c(N)c(C(=O)N3CCN(C)CC3)sc2=S)cc1	-4	-13	-6	-1	-2	25	-2	1
COc1ccc(NC(=O)Nc2cnccn2)cc1OC	8	-10	-4	1	4	-2	5	8
NC(=O)c1nsc(C(=O)N(Cc2ccco2)C(C(=O)NCc2ccccc2)c2ccc(O)cc2)c1N (stereo not drawn)	11	-16	2	-8	-3	-288	-3	-1
O=C(Cc1coc2cc3c(cc12)CCC3)NCC1(N2CCCCC2)CCCCC1	18	-12	-3	-32	-7	3	-5	-3
CC(C)NC(=O)N(O)C1N(Cc2ccc3c(c2)OCO3)C(=S)SC1(C)C (stereo not drawn)	0	-17	3	3	8	5	-9	-1
Cc1ccc(C2=Nc3ccccc3NC(C)(c3ccc(C)o3)C2)o1 (stereo not drawn)	15	-2	-12	-14	6	-140	-1	5
CCc1cccc(NC(=O)CCc2nc(-c3cccs3)no2)c1	8	14	14	1	-2	12	-8	0
Cc1cc(C)cc(NC(=O)CCC(=O)Nc2cc(C)on2)c1	1	-45	-10	3	-5	12	-11	-7
CCn1cc(S(=O)(=O)c2cccc(C)c2)c(=O)c2cc(F)c(N3CCN(C)CC3)cc21	4	3	1	-4	0	-205	-1	1
O=C(CSc1nnc(C2CC2)n1C1CC1)c1ccccc1F	-4	-4	9	-1	-1	3	-10	2
CCc1cc(C(=O)c2ccccc2)c(N)s1	9	-2	-6	1	5	11	31	6
CCOC(=O)c1sc(-c2cccc(C(F)(F)F)c2)nc1O	-15	-9	0	-38	1	-70	-7	2
Going on with the list.
SMILES	Apaf-1 inh	SENP6 inh	UBC13 inh	SENP1 inh	SENP7 inh	SENP8 block-1	A3G deaminase	SENP8 block-2
O=C(Nc1ccccc1)C1C2CCC3C(CCC21)C3(Cl)Cl (stereo not drawn)	4	-25	5	1	2	12	0	-5
Cc1cc(S(=O)(=O)NCc2ccc(S(N)(=O)=O)cc2)c(C)s1	9	15	1	2	2	10	-2	5
CC(=O)Nc1ccc(Nc2ncnc3c2cnn3-c2ccc(C)cc2C)cc1	7	7	2	1	-1	-55	-4	6
COc1ccc(NC(=O)NC2(C(=O)N3CCN(C)CC3)CCCCC2)cc1	-6	-10	4	-1	2	9	-15	3
CCc1cc(=O)oc2cc(OC(C)C(=O)NCc3ccccn3)ccc12 (stereo not drawn)	-4	-1	2	1	6	-163	-4	1
Cc1onc(-c2ccccc2)c1C(=O)N/N=C/c1ccccc1OC(C)C	17	-5	-3	2	5	7	4	-4
O=C1NC(Cc2ccccc2)c2nc3ccc(Cl)cc3c(=O)n2-c2ccccc21 (stereo not drawn)	14	-7	-5	/	0	/	0	-5
COc1ccccc1N1CCN(C(=O)/C=C/c2cccc([N+](=O)[O-])c2)CC1	-8	-5	-8	-1	8	21	-5	-6
COc1ccccc1NC(=O)CCCc1nnc2n(C)c(=O)c3sccc3n12	-4	-7	6	0	-3	2	-8	5
O=C(CNC(=O)c1cccc(F)c1)OCC(=O)N1CCN(C(=O)c2ccco2)CC1	-3	-6	-12	-1	-2	5	-7	-6
Cc1nc(NC(=O)c2ccc(-c3cc4ccccc4oc3=O)cc2)ccc1Br	-7	-33	5	-17	-6	-422	-3	-7
CCOc1ccccc1Oc1c(C)oc2cc(OC(=O)N3CCOCC3)ccc2c1=O	12	-9	3	1	6	11	1	3
C=CCN(c1nc(C)cc(OC)n1)S(=O)(=O)c1ccccc1	10	-4	-1	1	-7	6	-1	9
O=C(CSc1nnc(-c2cccnc2)n1Cc1ccccc1)NCc1ccccc1	-1	-6	4	3	3	9	-1	-2
Cc1cc(C)nc(NC(=O)CCC2CCCC2)c1	6	-19	5	2	-3	6	-3	-14
Cc1cccc(-n2cc(C#N)c(=O)[nH]c2=O)n1	-3	-24	7	2	3	12	-1	-6
CSc1nc(NS(=O)(=O)c2cc(C)c(Cl)cc2Cl)nn1C	19	15	-6	3	-2	8	13	3
O=C(Nc1nnc(Cc2ccc([N+](=O)[O-])cc2)s1)Nc1ccccc1F	-21	1	-10	1	1	10	-2	3
